Compound activity: PubChem BioAssay, several laboratories
HIF act: HIF pathway transcriptional activation; U2OS HRE-luciferase reporter, luminescence; normalized: DMSO 0%, desferrioxamine 100%; activation, % at 7.5 µM (by protocol); 300,000 tested, 0.32% active; AID 1910;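 active means mean activation of at least 10% of the iron chelator positive control signal, with at least half of replicates also reaching 10%; inconclusive means mean and replicate majority disagree about reaching 10%; inactive means mean and most replicates under 10%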
KLF5 inh: suppresses KLF5 promoter-driven expression | AID 1700 | inhibition, % at 5 µM | DLD-1 KLF5 promoter-luciferase reporter, luminescence | 290,000 tested, 0.23% active;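 active means inhibition above a per-plate limit of that plate's mean compound inhibition plus 3 SD, cut at about 60% in these data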;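 further: 0% = DMSO wells and 100% = LY294002 at 200 µM; higher means less KLF5 promoter-driven luciferase light; inactives centre near -14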
HSP90 refold inh: blocks HSP90-mediated luciferase refolding in reticulocyte lysate | Rabbit reticulocyte lysate, luciferase refolding luminescence, 3 h | inhibition, % at 5.6 µM | 290,000 tested, 0.91% active | AID 1789;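 active means inhibition above the screen-wide mean plus 3 SD, computed separately per campaign, cut at about 16% in these data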;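 further: 0% = DMSO wells and 100% = 60 µM geldanamycin wells; inhibitors lower the luminescence because luciferase stays unfolded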
aSyn 5UTR inh: MLPCN primary screen, SNCA 5' untranslated region; inhibition, % (tested at 7.5 µM); alpha-synuclein 5'UTR reporter, inhibitor activity; AID 1813; 300,000 tested, 0.82% active; in the data active means inhibition above about 60%; inconclusive means no clear call, values can overlap the other calls;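 further: H4 neuroglioblastoma cells stably carrying SNCA 5'UTR luciferase fusion; 0% = DMSO wells and 100% = positive control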
GSK3B inh: blocks human GSK3beta kinase activity; GST-GSK3beta kinase, ADP-Glo luminescence, 60 min; hits give low values; activity score (negative = inhibition), % at 10 µM; P49841; AID 2097; 300,000 tested, 0.038% active;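 active means more than half of replicate wells score below -50%, meaning over 50% inhibition versus plate controls; inconclusive means some replicates but at most half score below -50%; inactive means no replicate scores below -50%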;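 further: 0% = median DMSO wells and -100% = median GW8510 positive control wells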
Target sequence (P49841 whole entry, looked up): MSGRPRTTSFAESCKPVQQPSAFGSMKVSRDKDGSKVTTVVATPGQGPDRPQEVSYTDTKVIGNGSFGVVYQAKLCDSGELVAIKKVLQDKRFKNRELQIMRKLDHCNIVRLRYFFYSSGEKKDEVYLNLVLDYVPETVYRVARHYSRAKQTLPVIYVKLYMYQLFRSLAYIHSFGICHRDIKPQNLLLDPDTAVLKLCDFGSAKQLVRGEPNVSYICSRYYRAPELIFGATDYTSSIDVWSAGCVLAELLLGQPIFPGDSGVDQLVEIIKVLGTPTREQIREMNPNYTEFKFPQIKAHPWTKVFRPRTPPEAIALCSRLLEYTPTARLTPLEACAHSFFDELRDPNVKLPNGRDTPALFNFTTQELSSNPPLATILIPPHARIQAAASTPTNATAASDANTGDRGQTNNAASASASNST
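Test system: GST-tagged human GSK3beta kinase, cell-free; evaluation: activity score scaled between in-plate DMSO and GW8510 controls; measured by: ADP-Glo luminescence; incubation: 60 min reaction, RT; benchmarks: DMSO and 20 µM GW8510; reagent: peptide substrate plus 25 µM ATP (final); medium: Tris/MgCl2 kinase buffer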
HSF-1 act: increases HSF-1 driven luciferase reporter signal. NIH3T3-HGL HSF-1 luciferase reporter, MG132, 8 h; 100% = twice DMSO control signal. activation, % at 9 µM. 300,000 tested, 1.7% active. AID 504408;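 active means mean replicate activation of at least 50% with a set share of replicates each reaching 50%; inconclusive means only one of those two conditions met; inactive means mean below 50% and too few replicates reaching it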;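 further: 0% = median of the neutral control wells and 100% = twice that signal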
IEC-6 cytotox: IEC-6 cytotoxicity, counter-screen for KLF5 inhibitors; luminescence viability; inhibition, % at 5 µM; 290,000 tested, 0.78% active; AID 1825; in the data active means inhibition above about 22%;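 further: 0% = plate median of test compound wells and 100% = cytotoxic reference compound wells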
AI-2 QS modul: modulates the Vibrio harveyi AI-2 quorum sensing system. activity change, % at 7.5 µM. AID 2094. 300,000 tested, 0.4% active. Vibrio harveyi JMH597 AI-2 luminescence/OD600 ratio, 9 h; hits give low values; strain lacks LuxN and CqsS sensors; 0 = neutral-control median; in the data active means activity change below about -75%, passing the limit was not always enough; inconclusive means no clear call, values can overlap the other calls;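 further: luminescence divided by OD600 gain over 9 h not by final OD600 alone; inactives centre near 13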
HSF1 inhib: HSF1 inhibition | activity change, negative = inhibition, % at 7.5 µM (by protocol) | 300,000 tested, 0.77% active | NIH3T3-HGL HSE-luciferase, MG132-induced, luminescence 8 h; hits give low values;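 active means more than half of replicate wells show activity change below -50%, luminescence cut by over half; inconclusive means some wells, but at most half, below -50%; inactive means no replicate well below -50%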;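 further: luciferase reports HSF-1 transcriptional activity via heat shock element; 0% = median of DMSO wells and -100% = zero luminescence signal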
GSK3A inh: inhibitors of human GSK-3 alpha kinase | ADP-Glo luminescence, 60 min | inhibition, % at 10 µM | 320,000 tested, 0.1% active;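 in the data active means inhibition above about 50%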;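 further: GST-tagged GSK-3 alpha with peptide substrate and 25 µM ATP; 0% = DMSO neutral wells and 100% = GW8510 positive control wells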
Target sequence (P49840 whole entry, looked up): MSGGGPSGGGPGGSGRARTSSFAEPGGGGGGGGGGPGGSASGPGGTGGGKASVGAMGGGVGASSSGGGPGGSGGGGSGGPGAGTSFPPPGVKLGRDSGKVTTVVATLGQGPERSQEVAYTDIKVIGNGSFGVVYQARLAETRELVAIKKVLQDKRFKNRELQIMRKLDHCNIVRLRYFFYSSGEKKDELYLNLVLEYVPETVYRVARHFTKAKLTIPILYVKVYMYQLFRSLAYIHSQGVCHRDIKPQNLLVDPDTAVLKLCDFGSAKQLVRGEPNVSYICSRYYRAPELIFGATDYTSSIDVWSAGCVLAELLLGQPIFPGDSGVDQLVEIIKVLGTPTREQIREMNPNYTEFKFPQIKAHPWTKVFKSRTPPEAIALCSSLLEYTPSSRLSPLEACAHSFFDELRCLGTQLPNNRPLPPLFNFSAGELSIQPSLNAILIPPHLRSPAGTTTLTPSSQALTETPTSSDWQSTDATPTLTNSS
Starred values were filed as active, the others as inactive; ? = inconclusive; nt = not tested or not shown; & = joins results of further samples.

SMILES	HIF act	KLF5 inh	HSP90 refold inh	aSyn 5UTR inh	GSK3B inh	HSF-1 act	IEC-6 cytotox	AI-2 QS modul	HSF1 inhib	GSK3A inh
COc1ccc(CN(C)C(=O)c2cnc(OC)cc2C(F)(F)F)c(OC)c1	0.1	7	1	-7	-1	-11	-3	16	-4	0
Cc1ccc(NC(=O)c2cc(S(=O)(=O)N3CCCCC3)c[nH]2)cc1C	-0.2	-2	2	19	2	-5	-4	3	-6	1
COc1ccc(/C=C2\CCn3c2nc2ccccc2c3=O)cc1OC	0.5	-192	-4	-256	-2	9	-2	7	14	4
CC(C)(C)c1cc(N)n(-c2ccc(C(=O)O)cc2)n1	0.7	-17	5	7	5	21	-4	11	4	0
CCCCNC(=S)NNC(=O)c1csc(C(C)C)c1	1.7	-67	-3	-51	1	40	-1	23	24	0
COc1ccc(N2CCN(C(=O)Cc3ccc(Cl)cc3)CC2)cc1	0.1	-8	4	-14	-1	20	-4	17	16	-5
Cc1csc(NC(=O)CNC(=O)OCc2ccccc2)n1	0.3	-32	0	2	0	-1	-5	12	-8	-1
[2H]c1c([2H])c([2H])c(-c2nc(N3CCCCCC3)sc2C(=O)c2ccccc2)c([2H])c1[2H]	-0.1	-20	1	-11	2	6	-4	27	5	-2
CCC(C)Sc1nnc(CNC(=O)C23CC4CC(CC(C4)C2)C3)n1C1CCCCC1 (stereo not drawn)	-0.1	2	-5	7	3	5	-14	43	1	-1
CC(=O)OCC1=C(C(=O)O)N2C(=O)[C@@H](NC(=O)Cc3cccs3)[C@H]2SC1	-0.3	-2	8	-24	-1	38	-5	21	29	1
O=C(NCc1cccs1)C1CCN(S(=O)(=O)c2ccc3c(c2)OCCO3)CC1	-0.5	-5	-1	30	-3	-5	2	5	-5	0
CCOC(=O)CCCOC(=O)c1ccc(S(=O)(=O)N(C)C)cc1	-1.0	-4	0	10	-1	-22	5	-65	-2	0
Cc1ccc(S(=O)(=O)NC(C)C(=O)NCc2ccc(Cl)cc2)cc1 (stereo not drawn)	-2.5	nt	nt	33	2	1	nt	34	-4	-2
COc1cccc(NC(=O)Nc2cc(C(=O)O)ccc2N2CC3CC(C2)c2cccc(=O)n2C3)c1 (stereo not drawn)	0.1	-39	2	-4	-25	-32	4	4	-17	4
Cc1cc(=O)oc2c1c(C)nn2-c1nn[nH]n1	-0.8	-4	-1	14	-1	-1	-3	8	1	-1
Cc1ccc(O)c(Nc2nc(-c3ccccc3)nc3ccccc23)c1	0.0	-12	1	25	-3	-13	0	4	-2	nt
O=c1cc(N2CCN(c3ccccc3Cl)CC2)[nH]c(=O)n1Cc1ccc(F)cc1	0.4	21	3	-72	0	3	20	3	-7	-3
O=c1[nH][nH]cc1C=Nc1ccc(Cl)cc1	0.7	-4	7	-17	0	9	0	4	10	3
O=C(Nc1ccc(Cl)cc1)NC1CCCCC1Cc1ccco1 (stereo not drawn)	-0.6	3	-2	-9	1	4	-4	31	4	5
CN(Cc1ccccc1)S(=O)(=O)c1ccc(NC(=S)NC(=O)C2CCCCC2)cc1	2.0	10	6	1	0	-17	10	19	-7	nt
O=[N+]([O-])c1cc(C(F)(F)F)ccc1Sc1ccccn1	-0.3	6	1	27	-1	-4	-1	4	4	-3
O=C(Nc1cccn(Cc2ccccc2)c1=O)NC1CCCCC1	0.9	-26	7	-8	3	3	2	-5	-2	0
COCc1nnc(NC(=O)CC(C)C)s1	-0.2	-31	2	8	nt	-20	-3	nt	11	-3
O=[N+]([O-])c1ccc(-c2c[nH]c(=S)[nH]2)cc1	-0.1	18	-1	-10	0	10	-2	6	3	0
O=C(/C=C/c1ccc(F)cc1)NCCc1ccc2c(c1)OCCO2	0.3	-38	0	25	-3	-7	2	-70	0	nt

Continuation:
SMILES	HIF act	KLF5 inh	HSP90 refold inh	aSyn 5UTR inh	GSK3B inh	HSF-1 act	IEC-6 cytotox	AI-2 QS modul	HSF1 inhib	GSK3A inh
Cc1cc(NC(=O)c2ccco2)ccc1NC(=O)c1ccco1	-2.8	-40	-2	-26	-2	20	12	23	-8	nt
O=Cc1ccc(OCCOc2ccc([N+](=O)[O-])cc2)cc1	0.4	-4	2	-20	3	-19	2	12	7	0
COc1ccc(C)cc1S(=O)(=O)N1CCN(S(=O)(=O)c2cc(C)ccc2OC)C(C)C1 (stereo not drawn)	-0.7	-4	4	8	-1	-12	4	19	-1	-2
CCN(CC)S(=O)(=O)c1cccc(C(=O)N/N=C2\CCCC(=O)C2)c1	0.0	-1	0	-1	-2	27	-6	12	0	-2
CC1CCc2onc(C(=O)NCc3ccco3)c2C1 (stereo not drawn)	0.8	-6	1	-64	-1	10	-7	14	9	-1
CCCCC(=O)NCc1ccc(Cl)cc1	-0.1	-7	1	1	1	-4	1	24	-12	0
COC(=O)C1(CCSC)NC(c2ccc(O)c(OC)c2)C2C(=O)N(c3ccc(C)cc3)C(=O)C21 (stereo not drawn)	-0.2	-20	0	7	-14	-12	-6	12	-11	-4
Cc1ccn2cc(-c3ccc4c(c3)NC(=O)CO4)nc2c1	2.1	-61	13	-14	-4	6	-17	4	5	7
O=S(=O)(Nc1ccc(OC(F)(F)F)cc1)c1cccc2nonc12	0.2	-20	-6	0	2	5	-3	?	2	-5
CC(=O)c1ccc(C(=O)N2CCC(CO)(Cc3cccc(C(F)(F)F)c3)CC2)cc1	0.3	-3	3	-10	-2	14	4	7	11	0
COc1ccc(/C=N/N2CCN(C3c4ccccc4-c4ccccc43)CC2)cc1OC	-0.1	-12	3	16	-7	-8	-1	-6	2	-1
Cc1cc(C)c(-c2cc(C(=O)Nc3c(C)n(C)n(-c4ccccc4)c3=O)[nH]n2)c(O)c1	-0.6	-9	13	34	0	-4	9	24	5	-2
O=C1CSC(=S)N1/N=C/c1cc(Br)ccc1O	-0.4	-46	-2	11	0	6	-9	83	0	0
COc1ccc(CC(=O)NC(C)(C)C)cc1S(=O)(=O)N1CCOCC1	0.3	-32	-3	-18	-2	-4	-1	17	-2	1
CC(=O)Oc1ccc2oc(-c3ccccc3)c(C(N)=O)c2c1	0.1	-29	-1	-11	2	-10	4	26	2	0
Cc1nn(Cc2ccccc2)c(C)c1NC(=O)CCCn1nc([N+](=O)[O-])cc1C	0.7	11	0	9	2	-9	2	-5	10	-34
CCCn1nnnc1SCC(=O)NCc1cccs1	-1.1	7	3	7	-3	-2	3	1	-2	0
Cc1nnc2n1N=CC=C(C(C)(C)C)S2	-0.5	-12	-1	-6	-1	-44	1	20	?	-1
Cc1cccc(NC(=O)CCSc2nc(C)cc(C)n2)c1	-0.5	4	-3	-15	-2	8	-4	14	-3	2
CCOc1ccc2[nH]c3c(NCCc4ccc(OC)c(OC)c4)ncnc3c2c1	0.0	-27	4	17	2	-1	5	3	-6	-2
Cc1ccc(NC(=O)COC(=O)Cn2nc(C)c([N+](=O)[O-])c2C)c([N+](=O)[O-])c1	-0.2	13	0	17	4	-14	-3	15	2	-1
O=C(CN1CCOCC1)Nc1ccc(OC(F)(F)F)cc1	0.1	-65	4	-27	-1	-2	1	0	-2	-2
Cc1ccc(OCC(=O)NNC(=S)NCc2ccccc2)cc1	0.2	-39	0	10	1	-3	1	-1	-2	1
CCOCCCNC(=O)C(NC(=O)c1ccc(NC(C)=O)cc1)c1ccc(OC)cc1 (stereo not drawn)	-0.5	-45	-2	-3	2	-6	1	10	-10	-3
CCN(CC)N=Nc1ccc(S(=O)(=O)Nc2nc(C)cc(C)n2)cc1	-7.9&-0.8	-2&-24	-3&-3	-2&-10	1&1	-17&-3	-6&-1	3&-2	-1&-3	-1&-3

(cont.)
SMILES	HIF act	KLF5 inh	HSP90 refold inh	aSyn 5UTR inh	GSK3B inh	HSF-1 act	IEC-6 cytotox	AI-2 QS modul	HSF1 inhib	GSK3A inh
COc1ccc(OC)c(NC(=O)c2ccccc2NC(=O)c2ccco2)c1	-0.8	-33	-1	3	-4	5	-1	14	2	2
O=C(CCc1ccccc1)OCC(=O)c1cccc([N+](=O)[O-])c1	-0.3	-14	-4	-7	1	-9	-1	16	-5	-1
COc1cccc(NC(=O)CSc2nnc(-c3cc(C)n(-c4ccccc4)c3C)o2)c1	0.5	21	7	-23	-2	-66	0	29	-53*	-1
Cc1ccc(S(=O)(=O)/N=C(\N)Nc2nc(C)c3cc(C)ccc3n2)cc1	0.3	2	-1	-23	-2	5	-4	34	0	-5
CC[n+]1ccc(C)c2cc(S(=O)C(F)(F)F)ccc21 (stereo not drawn)	-0.1	-15	-2	11	1	-13	-2	10	-1	-1
O=c1c2[nH]c3cccc(Cl)c3c2ncn1Cc1ccncc1	nt	-17	4	nt	-1	nt	3	7	nt	0
CC(/C=C1\SC(=S)N(C(C(=O)O)c2ccccc2)C1=O)=C\c1ccccc1 (stereo not drawn)	-0.2	-22	-2	-1	1	-9	-4	18	-3	-9
Fc1cccc(CN2CCN(c3nc4nonc4nc3NC3CC3)CC2)c1	-0.3	-23	-4	-14	-8	21	-2	2	6	-3
CC1CCCC(C)N1C(=O)CN1CCN(c2nc(-c3ccc(F)cc3)cs2)CC1 (stereo not drawn)	0.5	-29	1	32	2	-3	6	10	0	1
COc1ccccc1NS(=O)(=O)c1cccc(C(=O)NNC(=O)c2ccc(O)c(Cl)c2)c1	-0.5	nt	nt	3	3	-21	nt	19	-4	-3
Cc1cc(C)c2c(c1)/C(=N/NS(=O)(=O)c1ccc(Br)cc1)CCC2	-0.1	-3	1	0	1	-67	3	6	-54*	1
CCCC(=O)Nc1cc(C)c(NC(=O)c2ccccn2)cn1	-0.4	-29	-1	-30	-1	18	1	23	2	-1
COCCNc1nnc(SC(C)C(=O)Nc2c(C)n(C)n(-c3ccccc3)c2=O)s1 (stereo not drawn)	-0.7	-37	0	6	-3	-9	2	18	-3	-1
CC(C)c1nc(-c2ccccc2)c(-c2ccccc2)[nH]1	0.0	-8	6	31	-1	10	8	13	-1	0
COc1ccc(/C=C2/N=C(SCC(=O)Nc3cc(C)on3)N(c3ccccc3)C2=O)cc1	nt	-2	1	nt	nt	nt	5	nt	nt	1
Cc1csc(SC(C)c2nc3scc(-c4ccccc4)c3c(=O)[nH]2)n1 (stereo not drawn)	-0.5	-4	0	7	3	-18	-2	10	-2	-2
Cc1cc(NC(=O)c2ccc3c(c2)OCCO3)ccc1NC(=O)c1ccco1	0.8	-68	-1	-66	-2	10	1	21	11	-1
NC1=NC[C@H](Cc2ccccc2)N1CCCCC1CCCCC1	0.4	nt	nt	-16	-8	-17	nt	21	0	11
Cc1cc(=O)oc2cc(OCC(=O)N3CCc4ccccc4C3)ccc12	-0.3	-32	3	10	-1	9	-3	-2	-1	-3

This is a random part of the collection. Share with any hit: about 4.7%.
